# High-throughput results deposited in PubChem by National Center for Advancing Translational Sciences (NCATS).
# TexasRed fluor: Total Fluorescence Counterscreen for Inhibitors of the Interaction of Thyroid Hormone Receptor and Steroid Receptor Coregulator 2; 280,000 tested, 0.29% active; TRb/SRC2 Texas Red total fluorescence interference; Potency, µM (doses to about 106 µM), inactives show at the highest dose fluorescence change, negative = quenching; active = well fitted curve in either direction with a large enough effect; inconclusive = small, poorly fitted or top-dose-only effect
#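 Human TRb ligand-binding domain at 0.6 uM with 20 nM Texas Red SRC2 peptide in Tris buffer containing 1 uM T3 and 5% DMSO, incubated with compound 5 h at ambient temperature. Total fluorescence (555/632 nm) calculated as parallel + 2 × perpendicular.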
# L3MBTL1 block: qHTS Assay for the Inhibitors of L3MBTL1 | Lethal(3)malignant brain tumor-like protein 1 (Homo sapiens), Q9Y468 | 230,000 tested, 0.66% active | AlphaScreen L3MBTL1–H3K9me1 peptide binding | AID 485360, 2010 | Potency, µM (doses to about 57.1 µM), for inactives: at the highest dose activity, negative = inhibition, most hits filed as inhibitors; also: nearly all actives have a fitted effect of over 60% in size
#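 AlphaScreen assay: L3MBTL1 (50 nM final) was preincubated 30 min at room temperature with biotinylated H3(1-15)K9me1 peptide (75 nM final), then 30 min with library compounds; streptavidin donor and nickel chelate acceptor beads (10 ug/mL final) added, 30 min dark.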
# RGS12 GoLoco inh: qHTS Assay for Inhibitors of RGS12 GoLoco Motif Activity (Red Fluorophore) | Guanine nucleotide-binding protein G(i) subunit alpha-1 (Homo sapiens), P63096 | Gai1:RGS12 GoLoco peptide FP, rhodamine, 10 min | Potency, µM (titrated, usually from 61.6 µM), inactives show at the highest dose activity, negative = inhibition, actives largely listed as inhibitors | 230,000 tested, 0.44% active; active = well fitted inhibition curve with a large enough effect, not every such curve was filed as active; inactive = no such curve, though single readings can be large or run the other way; also: nearly all actives have a fitted effect of over 30% in size; many of its hits are not listed in these tables
# Target sequence (P63096 whole entry, looked up): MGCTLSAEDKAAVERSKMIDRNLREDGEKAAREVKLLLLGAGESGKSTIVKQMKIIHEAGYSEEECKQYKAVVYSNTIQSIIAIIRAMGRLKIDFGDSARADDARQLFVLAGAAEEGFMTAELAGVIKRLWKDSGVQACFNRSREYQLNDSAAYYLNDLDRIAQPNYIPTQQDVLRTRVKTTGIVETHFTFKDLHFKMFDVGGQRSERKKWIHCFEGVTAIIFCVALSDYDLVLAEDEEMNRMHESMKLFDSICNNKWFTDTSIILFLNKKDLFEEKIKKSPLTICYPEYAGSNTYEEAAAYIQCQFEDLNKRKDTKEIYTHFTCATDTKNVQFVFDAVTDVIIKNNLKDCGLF
# TRb-SRC2 inh: qHTS for Inhibitors of the Interaction of Thyroid Hormone Receptor and Steroid Receptor Coregulator 2; AID 1469, 2008; 280,000 tested, 0.065% active; Thyroid hormone receptor beta (Homo sapiens), P10828; TRbeta-SRC2 peptide binding, fluorescence polarization; receptor liganded with 1 µM T3; Potency, µM (series often up to 106 µM), for the others: top-dose activity change, negative = inhibition, most hits filed as inhibitors;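 also: plate controls were bound peptide for no effect and peptide without receptor for full effect; nearly all actives have a fitted effect of over 50% in size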
# Target sequence (P10828 whole entry, looked up): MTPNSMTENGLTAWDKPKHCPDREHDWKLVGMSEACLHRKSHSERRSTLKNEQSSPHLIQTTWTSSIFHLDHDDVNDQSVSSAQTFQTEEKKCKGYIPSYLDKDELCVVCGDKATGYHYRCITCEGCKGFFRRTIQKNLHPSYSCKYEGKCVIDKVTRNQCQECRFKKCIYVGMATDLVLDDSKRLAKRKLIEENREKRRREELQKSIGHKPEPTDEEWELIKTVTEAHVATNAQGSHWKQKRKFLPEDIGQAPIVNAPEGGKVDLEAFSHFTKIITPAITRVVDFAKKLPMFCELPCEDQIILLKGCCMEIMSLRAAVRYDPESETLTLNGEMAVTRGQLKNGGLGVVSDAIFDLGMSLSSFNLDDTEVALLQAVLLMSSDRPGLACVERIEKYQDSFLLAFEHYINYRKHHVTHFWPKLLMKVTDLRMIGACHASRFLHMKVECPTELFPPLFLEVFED
#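 Polarization signal, normalized between peptide-alone and full complex controls, measured compound effects on T3-liganded human TRb LBD (0.6 uM) binding 20 nM Texas Red SRC2 peptide after 5 hr.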
# Tau fibril ThT: qHTS for Inhibitors of Tau Fibril Formation, Thioflavin T Binding | Potency, µM (series often up to 57.4 µM), without a hit: at the top dose activity, negative = inhibition, actives largely listed as inhibitors | Microtubule-associated protein tau (Homo sapiens), P10636 | 270,000 tested, 2.1% active | recombinant tau K18 P301L (four-repeat tau fragment), heparin-induced fibrillization, ThT fluorescence; also: nearly all actives have a fitted effect of over 55% in size
# Target sequence (P10636 561-689 P618L limits assumed): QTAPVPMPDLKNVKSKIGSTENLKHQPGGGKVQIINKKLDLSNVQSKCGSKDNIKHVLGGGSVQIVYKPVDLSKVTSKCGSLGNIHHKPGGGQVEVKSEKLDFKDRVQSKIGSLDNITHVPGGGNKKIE
#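 K18 P301L tau (15 uM + 0.24 uM Alexa 594-tagged), heparin 20 uM, NaOAc pH 7, 6 h 37 C; ThT 30 uM, 1 h RT, ex 450/em 510 nm.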
# RECQ1 inh: qHTS Assay for Inhibitors of RecQ-Like Dna Helicase 1 (RECQ1) | ATP-dependent DNA helicase Q1 (Homo sapiens), P46063 | RECQ1 DNA unwinding, red fluorescence kinetic read | Potency, µM (highest dose often 57.3 µM), inactives show at the top dose activity, negative = inhibition, most hits filed as inhibitors | 240,000 tested, 0.54% active;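 also: plate controls were vehicle for no effect and no enzyme for full effect; nearly all actives have a fitted effect of over 30% in size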
#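 RECQ1T1 50 nM; forked duplex (20 bp + 30-nt ss tails) 200 nM, ATP 2 mM final; pH 8.0, 2 mM MgCl2, 2.5 ug/ml poly(dI-dC); 15 min compound preincubation; discontinuous kinetic read over 2 h at RT.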
# Tau FP inhib: qHTS for Inhibitors of Tau Fibril Formation, Fluorescence Polarization. Microtubule-associated protein tau (Homo sapiens), P10636. K18 P301L tau heparin fibrillization, Alexa594 FP, 6 h. Potency, µM (top dose mostly 57.7 µM), for the others: at the highest dose activity, negative = inhibition, most hits filed as inhibitors. 280,000 tested, 0.39% active; also: nearly all actives have a fitted effect of over 55% in size
#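 Compound effects on tau fibrillization are measured by Alexa 594 fluorescence polarization (ex 555, em 632 nm). K18 P301L tau is used at 15 uM with 0.24 uM labeled tracer, and 20 uM heparin induces aggregation over 6 hr at 37 C.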
# KDM4E inh: qHTS Assay for Inhibitors of Human Jumonji Domain Containing 2E (JMJD2E) | JMJD2E catalytic domain, FDH-coupled NADH fluorescence (FDH is formaldehyde dehydrogenase) | Potency, µM (highest dose often 57.1 µM), inactives show top-dose activity change, negative = inhibition, most hits filed as inhibitors | Lysine-specific demethylase 4E (Homo sapiens), B2RXH2 | AID 2147, 2009 | 230,000 tested, 1.6% active; active = well fitted inhibition curve with a large enough effect, not every such curve was filed as active; inconclusive = small, poorly fitted or top-dose-only effect, or another doubt; inactive = no such curve, though single readings can be large or run the other way;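 also: 0% = wells with enzyme and -100% = buffer wells without enzyme; nearly all actives have a fitted effect of over 50% in size; many of its hits are not listed in these tables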
# * = called active by the depositor; i = inactive; ? = inconclusive; / = not tested or not shown; [ ] = remark or other dose. Unless noted, calls follow the shape of the dose curve; as a rule, active = well fitted curve in the direction sought with a large enough effect; inconclusive = small, poorly fitted or top-dose-only effect, or another doubt; inactive = no such curve, though single readings can be large; an effect the other way counts as inactive or inconclusive. Unless noted, % is scaled to controls: 0 for no effect and ±100 for the full control effect; potency is read from the fitted curve at half-maximal effect.
# Every second line gives: RECQ1 inh	TRb-SRC2 inh	TexasRed fluor	L3MBTL1 block	KDM4E inh	RGS12 GoLoco inh	Tau FP inhib	Tau fibril ThT
Cn1c(SCc2cccc(F)c2)nnc1-c1ccccn1
  -7%	-1%	-2%	-4%	5%	8%	-3%	-2%
Brc1ccc(-c2nnc(Cc3ccccc3)o2)cc1
  -6%	13%	2%	37%[activator]	-5%	5%	-3%	-14%
CC(C)OC(=O)CC(=O)CSc1nc2c(cc1C#N)CCC2
  -2%	0%	-2%	-2%	?	6%	-4%	-8%
COc1ccc(-c2cc(COc3ccccc3)on2)cc1
  -7%	-1%	-1%	201%[activator]	4%	8%	-14%	?
Cc1cc(=O)oc2cc(OCC(=O)NCc3ccncc3)ccc12
  ?	-5%	-2%	-1%	?	-5%	-1%	-5%
O=C(O)CCCC(=O)Nc1ccc(C(=O)N2CCCCC2)c(Cl)c1
  -7%	-3%	-5%	-3%	-4%	-2%	-4%	-3%
Cc1ncsc1CCOC(=O)C1C2CC3CC(C2)CC1C3 (stereo unspecified)
  -6%	-1%	1%	19%	5%	0%	1%	-7%
Cc1cccc(C(=O)c2ccccc2C(=O)O)c1O
  -15%	4%	-1%	2%	9%	1%	-3%	-8%
O=C(Cn1c(=O)oc2cc(S(=O)(=O)N3CCCCCC3)ccc21)NC1CCCCC1
  7%	-18%	3%	/	4%	9%	-15%	-8%
Cc1ccc2cc(C)c(SCC(=O)Nc3ccc(S(=O)(=O)N4CCCC4)cc3)nc2c1
  -11%	5%	-3%	/	-13%	4%	-10%	8%
COc1cc(NC(=S)N2CCC(C(N)=O)CC2)cc(OC)c1
  i	-1%	-4%	3%	-2%	6%	7%	6%
O=C(NC1CCN(S(=O)(=O)c2ccccc2)CC1)C1CCCCC1
  -12%	-5%	0%	3%	0%	-4%	-2%	1%
O=C1CCCC=C1[C@H](CCc1ccccc1)OC(=O)c1ccc(Br)cc1
  1%[11.5 µM]	1%[11.2 µM]	1%[11.2 µM]	/	/	/	3%[11.6 µM]	-18%[11.5 µM]
CC(C)(C)CC(=O)Nc1cc(S(=O)(=O)N2CCCCCC2)ccc1Cl
  -1%	7%	-2%	9%	12%	-3%	-1%	-8%
C#CC1(NC(=O)NC(=O)c2c(F)cccc2F)CCCCC1
  -5%	-2%	-3%	11%	5%	5%	-5%	-8%
Cc1cc(C)n2nc(SCC(=O)c3cccs3)nc2n1
  11%	1%	0%	15%	2%	0%	2%	0%
Cc1cccc([C@H]2[C@@H]3C=CC(C)C[C@@H]3C(=O)N2Cc2ccccc2)c1 (stereo partly specified)
  -14%[81.1 µM]	-2%	-11%	/	/	0%[88.7 µM]	-3%[81.3 µM]	-25%[81.4 µM]
CCc1nnc(NC(=O)CN2CCN(c3ccccc3OC)CC2)s1
  i	-1%	-5%	3%	?	0%	4%	1%
Cc1n[nH]c(C)c1S(=O)(=O)N(CC(=O)NC1CCCC1)c1ccc(C(C)C)cc1
  -1%	2%	-2%	7%	4%	-7%	-1%	5%
Cc1cc(C)c(NC(=O)CSc2nc3nc(C)cc(C)n3n2)c(C)c1
  /	-9%	20µM*[quencher]	/	/	/	-13%	-12%
Cc1cccc(N(CC(=O)NCCc2ccccc2)S(=O)(=O)c2ccccc2)c1C
  /	7%	-3%	/	/	/	8%	-14%
COc1cccc(CN(C)CC(=O)NCc2ccccc2Cl)c1
  2%	-7%	6%	-17%	2%	-20%	7%	2%
CCOc1ccc(-n2cc(-c3ccccc3)c3c(NCCc4ccccc4)ncnc32)cc1
  /	2%	0%	/	/	/	5%	?
COC(=O)CN(c1cc([N+](=O)[O-])ccc1OC)S(C)(=O)=O
  i	4%	7%	2%	-4%	3%	-3%	-15%
S=c1[nH]nc(COc2cccc3ccccc23)n1Cc1ccccc1
  8%	5%	3%	4%	-7%	-5%	-7%	-7%
CSc1ccc(/C=C(\NC(=O)c2ccccc2)C(=O)NN)cc1
  -12%	0%	-2%	-20%	4%	2%	7%	?
COc1ccc(-n2cnc3cc(NS(=O)(=O)c4ccc(C)cc4)ccc32)cc1
  -10%	9%	-2%	/	6%	6%	6%	11%
CCCc1[nH]n(-c2ccc(F)cc2)c(=O)c1C=NCC1CCCO1 (stereo unspecified)
  -24%	4%	1%	6%	-6%	-1%	1%	-1%
COC(=O)c1ccccc1NC(=O)CSc1ccc(C)cc1
  i	3%	2%	54%[activator]	-4%	10%	-4%	-14%
CCN(CC)c1ccc(NC(=O)c2cnn(-c3ccccc3)c2-n2cccc2)c(C)c1
  /	5%	-2%	/	/	/	3%	?
CCCCCCCCCC(=O)NC(CN1CCOCC1)[C@H](O)c1ccccc1 (stereo partly specified)
  -9%	2%	0%	/	4%	5%	10%	-10%
O=C(CSc1nc(-c2cccc(Cl)c2)nc2cc(=O)[nH]n12)Nc1ccccc1
  /	4%	0%	/	/	/	-6%	-1%
Cc1nnc(NC(=O)CSc2nnnn2Cc2ccccc2)s1
  i	-11%	0%	-19%[11.4 µM]	-1%	-1%	5%	6%
CCOC(=O)C1=C(CN2CCc3ccccc32)NC(=O)NC1c1ccc(Cl)cc1 (stereo unspecified)
  -10%	-6%	3%	/	-1%	10%	?	?
CCOC(=O)N1CCN(C(=O)CSc2nnc(CNC(=O)c3ccccc3F)o2)CC1
  -12%	6%	0%	/	-3%	7%	4%	-13%
CN(C)c1nc(N2CCN(c3ccc(F)cc3)CC2)c(C#N)c(=O)o1
  -9%	-29%	1%	-11%	-2%	-5%	-13%	7%
Cc1csc(SC(C)C(=O)Nc2ccc3c(c2)OCCO3)n1 (stereo unspecified)
  -5%	4%	5%	/	-1%	5%	11%	-3%
COC(=O)[C@H]1C[C@@H]1[C@H](N)c1ccccc1
  -3%	4%	-3%	1%	2%	1%	-1%	0%
CN(CCCNC(=O)COc1cc(=O)n(C)c2ccccc12)Cc1ccccc1
  -2%	3%	-7%	1%	-3%	5%	-1%	-9%
CN1/C(=C\C(=O)C[n+]2cccc(C(N)=O)c2)C(C)(C)c2ccccc21
  -13%	3%	-3%	-5%	2%	10%	4%	-12%
CC(C)CCN1CCN(Cc2nc3c(s2)CCCC3)CC1CCO (stereo unspecified)
  -2%	0%	-4%	5%	-5%	3%	-1%	-2%
O=C(Nc1cccc(F)c1)N1CC=C(n2c(=O)[nH]c3ccccc32)CC1
  1%	4%	1%	1%	-3%	19%	4%	6%
CCCc1nc(SC)ncc1C(=O)N1CCN(c2ccc(Cl)cc2)CC1
  /	8%	4%	/	/	/	0%	-15%
COc1ccc(OC)c(CNC(=O)C2CCN(S(C)(=O)=O)CC2)c1
  3%	-3%	0%	6%	1%	8%	6%	7%
O=C(CCCCn1c(=O)c2ccccc2n(Cc2ccccc2Cl)c1=O)NCCc1ccccc1
  /	9%	6%	/	/	/	-5%	-2%
COc1ccc(-n2c3c(cc(C(=O)NNc4ccccc4)c2=O)C(=O)CC(C)(C)C3)cc1
  -5%	1%	-3%	/	2%	-2%	2%	-11%
CCCNS(=O)(=O)c1ccc(-n2cnnn2)c(OC)c1
  -1%	-6%	-3%	1%	5%	14%	-8%[2.34 µM]	8%
COc1ccc2nc(SCC(N)=O)cc(C)c2c1
  -6%	-6%	-1%	2%	-4%	3%	1%	?
COc1cccc(C2CC(c3cccc(NS(C)(=O)=O)c3)=NN2C(=O)c2ccccc2)c1OC (stereo unspecified)
  -4%	18%	6%	-6%	?	50%[activator]	-14%	-9%
CCCCC1CCC(C(=O)NC2CCS(=O)(=O)C2)CC1 (stereo unspecified)
  0%	0%	0%	13%	5%	3%	3%	-9%
Cc1ccc(-c2ccc(C(=O)NCc3ccccc3)o2)c2ccccc12
  -17%	-9%	1%	-11%	?	2%	4%	-21%

# Complete entries, quoted from the list:
# Shown for Cc1n[nH]c(C)c1S(=O)(=O)N(CC(=O)NC1CCCC1)c1ccc(C(C)C)cc1 = RECQ1 inh: -1%; TRb-SRC2 inh: 2%; TexasRed fluor: -2%; L3MBTL1 block: 7%; KDM4E inh: 4%; RGS12 GoLoco inh: -7%; Tau FP inhib: -1%; Tau fibril ThT: 5%
# Shown for S=c1[nH]nc(COc2cccc3ccccc23)n1Cc1ccccc1 = RECQ1 inh: 8%; TRb-SRC2 inh: 5%; TexasRed fluor: 3%; L3MBTL1 block: 4%; KDM4E inh: -7%; RGS12 GoLoco inh: -5%; Tau FP inhib: -7%; Tau fibril ThT: -7%
# Shown for O=C(CCCCn1c(=O)c2ccccc2n(Cc2ccccc2Cl)c1=O)NCCc1ccccc1 = RECQ1 inh: /; TRb-SRC2 inh: 9%; TexasRed fluor: 6%; L3MBTL1 block: /; KDM4E inh: /; RGS12 GoLoco inh: /; Tau FP inhib: -5%; Tau fibril ThT: -2%

# Not all compounds are listed; rates above refer to the full screens.
